MEKK3 PB1 HTS: modulators of MEKK3-MEK5 PB1 binding, primary screen, biochemical, wildtype MEKK3, multiplex bead flow cytometry, Alexa488-MEK5 | Mitogen-activated protein kinase kinase kinase 3 (Homo sapiens), Q99759 | bead-based flow cytometry, Alexa488-MEK5 binding to MEKK3; actives lie on both sides; 0 = blocked by unlabeled MEK5, 100 = vehicle | binding response (% of control), % at 10 µM | 1.4% of 290,000 active | AID 1529, 2009;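 active = binding response more than 3 SD above or below the average of its plate-row segment, actives on both sides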;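 also: Alexa488 bead fluorescence after subtracting the streptavidin-only scavenger bead signal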
pCIP destab: p/CIP-EGFP fusion destabilizers, primary screen, fluorescence, F442A cells. Q05BA5. 16 h. decrease of EGFP signal, % at 10 µM. 0.01% of 290,000 active. AID 1984, 2009;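 active = EGFP signal decrease of at least 30% at 10 µM or well 3 SD below plate mean, unless failing retest; inactive = the rest, including hits failing retest or dose response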; also: some compounds called inactive have numbers as strong as hits; many of its hits are not listed in these tables
Target sequence (Q05BA5 1-1403): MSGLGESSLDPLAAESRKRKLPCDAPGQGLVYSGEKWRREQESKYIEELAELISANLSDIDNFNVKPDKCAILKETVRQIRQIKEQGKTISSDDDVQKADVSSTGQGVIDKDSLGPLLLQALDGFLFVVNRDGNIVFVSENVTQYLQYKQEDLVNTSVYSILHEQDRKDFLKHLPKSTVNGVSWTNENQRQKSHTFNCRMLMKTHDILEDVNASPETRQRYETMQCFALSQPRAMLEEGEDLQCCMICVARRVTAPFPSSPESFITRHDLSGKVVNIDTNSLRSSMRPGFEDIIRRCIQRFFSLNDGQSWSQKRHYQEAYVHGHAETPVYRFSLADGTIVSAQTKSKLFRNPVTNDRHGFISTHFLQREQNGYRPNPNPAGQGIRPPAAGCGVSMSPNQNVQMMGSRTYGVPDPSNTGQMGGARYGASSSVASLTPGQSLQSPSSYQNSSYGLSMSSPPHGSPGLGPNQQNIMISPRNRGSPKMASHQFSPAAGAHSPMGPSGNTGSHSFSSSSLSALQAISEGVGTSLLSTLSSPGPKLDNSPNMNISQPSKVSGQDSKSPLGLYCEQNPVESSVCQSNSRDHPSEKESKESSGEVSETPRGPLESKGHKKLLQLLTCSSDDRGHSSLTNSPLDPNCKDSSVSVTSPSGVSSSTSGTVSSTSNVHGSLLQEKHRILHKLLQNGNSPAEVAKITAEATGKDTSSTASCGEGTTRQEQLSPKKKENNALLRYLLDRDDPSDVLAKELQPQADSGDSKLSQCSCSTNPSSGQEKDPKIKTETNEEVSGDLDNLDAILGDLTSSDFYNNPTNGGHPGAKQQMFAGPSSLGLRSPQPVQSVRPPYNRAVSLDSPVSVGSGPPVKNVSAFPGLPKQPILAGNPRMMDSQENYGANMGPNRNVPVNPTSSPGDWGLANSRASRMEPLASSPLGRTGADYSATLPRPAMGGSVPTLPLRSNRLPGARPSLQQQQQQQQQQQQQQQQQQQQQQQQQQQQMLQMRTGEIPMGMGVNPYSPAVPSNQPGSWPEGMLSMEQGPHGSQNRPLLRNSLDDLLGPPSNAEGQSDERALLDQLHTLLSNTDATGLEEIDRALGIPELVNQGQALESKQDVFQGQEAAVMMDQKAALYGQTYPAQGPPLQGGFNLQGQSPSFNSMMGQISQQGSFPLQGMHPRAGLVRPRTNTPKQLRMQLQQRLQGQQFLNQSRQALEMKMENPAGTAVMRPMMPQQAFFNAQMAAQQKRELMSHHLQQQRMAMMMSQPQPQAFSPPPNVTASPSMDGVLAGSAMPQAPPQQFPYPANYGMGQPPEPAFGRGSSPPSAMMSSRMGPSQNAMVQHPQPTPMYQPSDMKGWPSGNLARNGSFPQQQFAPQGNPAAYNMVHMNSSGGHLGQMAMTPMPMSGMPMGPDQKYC
M18AAP inhibitor: PfM18AAP inhibitors, malaria aminopeptidase, primary screen, biochemical, QFRET, recombinant enzyme; H-Glu-NHMec fluorogenic cleavage; inhibition, % at 7.35 µM; 1.2% of 290,000 active; AID 1822, 2009;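 active = inhibition above the campaign mean inhibition over all tested compounds plus 3 SD, cut at about 28% in these data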;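 also: 0% = plate median of test compound wells and 100% = 2 mM ZnCl2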
MEKK2 WT-MEK5: modulators of MEK5 binding to wildtype MEKK2, primary screen, biochemical, multiplex bead flow cytometry, Alexa488-MEK5. Mitogen-activated protein kinase kinase kinase 2 (Homo sapiens), Q9Y2U5. Alexa488-MEK5 binding to MEKK2 WT; actives lie on both sides. binding response (% of control), % at 10 µM. 1.1% of 290,000 active; in the data active = binding response below about 67% or above about 130%
IDE act: human IDE activators in live cells, primary screen, fluorescence polarization, HEK cells, FAbeta-B substrate | 0.073% of 340,000 active | Insulin-degrading enzyme (Homo sapiens), P14735 | activation, % at 5.96 µM | AID 493087, 2011 | FAbeta-B cleavage; 0% vehicle, 100% cell-free pure enzyme wells;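 active = activation above the mean of all tested compounds plus 3 SD, set per screening campaign, cut at about 17% in these data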
UBC9 SUMO inh: inhibitors of in vitro SUMOylation cascade, primary screen, biochemical, HTRF, uHTS. inhibition, % at 35 µM. SUMO-conjugating enzyme UBC9 (Homo sapiens), P63279. HTRF SUMOylation assay, SAE1/SAE2 + UBC9. AID 2006, 2009. 0.36% of 290,000 active; in the data active = inhibition above about 50%, passing the limit was not always enough; also: strong numbers were not always called active
MEKK2mut PB1 HTS: MEK5 binding signal on mutant MEKK2 PB1, primary screen, biochemical, multiplex bead flow cytometry, Alexa488-MEK5 | percent response, % at 10 µM | 0.35% of 290,000 active | AID 1530, 2009 | Alexa488-MEK5 binding to MEKK2 mutant; in the data active = percent response above about 24%, passing the limit was not always enough; also: inactives centre near 1; some results filed as inactive read as strong as hits; reference of the scale not given here
NALP1 inh: NALP1 inflammasome inhibitors in reconstituted yeast, colorimetric, S. cerevisiae, triplicate retest. S. cerevisiae NALP1/ASC/caspase-1 growth, X-gal OD620, 72 h. inhibition, % at 10 µM. 0.61% of 280,000 active. AID 2071, 2009; in the data active = inhibition mostly above about 24%, no sharp cut-off; inactive = mostly below about 32%; also: some compounds called inactive have numbers as strong as hits
IDE cell inh: human IDE inhibitors in live cells, primary screen, fluorescence polarization, HEK cells, FAbetaB substrate; FAbetaB cleavage; inhibition, % at 5.59 µM; AID 434962, 2010; 0.41% of 320,000 active;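 active = percent inhibition above the average of all tested compounds plus 3 SD, set per screening campaign, cut at about 16% in these data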;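 also: IDE supplied by intact live HEK cells; FP after avidin binding of uncleaved biotin substrate so inhibition keeps polarization high; 0% = DMSO wells and 100% = 60 µM reference IDE inhibitor Ii1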
* hit, by the source's call; nt = not tested or not shown. Some of the compounds tested; the hit share may differ from the screen's.

SMILES	MEKK3 PB1 HTS	pCIP destab	M18AAP inhibitor	MEKK2 WT-MEK5	IDE act	UBC9 SUMO inh	MEKK2mut PB1 HTS	NALP1 inh	IDE cell inh
O=P(c1ccccc1)(c1ccccc1)c1cc(S(=O)(=O)O)ccc1O	106	-4	5	104	-3	5	6	13	nt
COc1ccccc1C(=O)Nc1ccccc1N1CCN(S(C)(=O)=O)CC1	92	0	7	98	-3	-6	1	4	6
Cc1nc(N2CCN(c3ccccn3)CC2)c2c(C)c(C(=O)Nc3ccccc3F)sc2n1	103	4	5	103	2	4	0	5	-3
Cc1ccc(CNC(=O)C(=O)NCC(c2ccco2)N2CCOCC2)cc1 (stereo not given)	129*	6	-2	102	6	-14	0	21	5
Cc1cc(Cl)c(C(=O)Nc2cccc(C(F)(F)F)c2)c(C)n1	104	-8	2	106	1	12	17	5	6
COc1cccc(CN2CC(C(=O)N(C)C3CCOCC3)CCC2=O)c1 (stereo not given)	102	6	-1	101	-3	-5	3	2	-3
COc1ccc(N(C)S(=O)(=O)c2cccc(C(=O)Nc3nnc(C4CC4)s3)c2)cc1	53	14	-7	53	0	-4	-17	19	-6
CC(C)(C)OC(=O)N1Cc2ccccc2C[C@H]1C(=O)O	87	-9	-7	90	-3	14	-18	20	-1
Cc1ccc2nc(SCc3cn4c(C)cc(C)nc4n3)[nH]c2c1	99	-13	-2	107	nt	-7	11	31	0
O=C1C(=O)N(CCS(=O)(=O)c2ccccc2)c2ccc(Cl)cc21	102	-2	13	100	-3	8	3	6	8

Part of the list above in a different format.
Results follow in this order: MEKK3 PB1 HTS, pCIP destab, M18AAP inhibitor, MEKK2 WT-MEK5, IDE act, UBC9 SUMO inh, MEKK2mut PB1 HTS, NALP1 inh, IDE cell inh
> Cc1nc(N2CCN(c3ccccn3)CC2)c2c(C)c(C(=O)Nc3ccccc3F)sc2n1
    103, 4, 5, 103, 2, 4, 0, 5, -3
> Cc1ccc(CNC(=O)C(=O)NCC(c2ccco2)N2CCOCC2)cc1 (stereo not given)
    129*, 6, -2, 102, 6, -14, 0, 21, 5
> Cc1cc(Cl)c(C(=O)Nc2cccc(C(F)(F)F)c2)c(C)n1
    104, -8, 2, 106, 1, 12, 17, 5, 6
> COc1cccc(CN2CC(C(=O)N(C)C3CCOCC3)CCC2=O)c1 (stereo not given)
    102, 6, -1, 101, -3, -5, 3, 2, -3

Next records follow:
SMILES	MEKK3 PB1 HTS	pCIP destab	M18AAP inhibitor	MEKK2 WT-MEK5	IDE act	UBC9 SUMO inh	MEKK2mut PB1 HTS	NALP1 inh	IDE cell inh
C#CCSc1nnc(-c2ccc(C)cc2)o1	105	-19	4	99	2	14	9	9	0
Cc1cccc(-c2noc(CCC(=O)NC3CCCCC3)n2)c1	97	-12	-3	100	2	5	4	-52	-4
Cc1cccc2c1NC(=O)C2=Nc1ccc(Cl)cc1	105	-8	2	108	3	2	4	-2	2
CCOc1ccccc1C(=O)Nc1ccc(S(=O)(=O)Nc2cc(OC)nc(OC)n2)cc1	102	2	-1	99	4	11	4	10	3
CCn1nnc(NC(=O)COc2ccc([N+](=O)[O-])cc2)n1	95	6	-2	99	3	1	0	nt	1
COc1ccccc1-c1cnnc(N/N=C/c2ccc(-c3cccc(Br)c3)o2)n1	119	9	0	101	2	2	17	-7	-7
COc1ccc(C)cc1NC(=O)CCCN1C(=S)NC(C)(C)CC1C (stereo not given)	97	-4	-13	97	1	0	-2	4	6
Cc1ccc(OCCn2c(C)nc3ccccc32)cc1	98	-14	-12	105	2	-2	5	8	-4
Cc1cccc(-c2nc3c(c(SCC(=O)N4CCCC4)n2)COC(C)(C)C3)c1	95	-25	5	97	-1	-3	0	-2	1
CC1CN(C(=O)c2c([N+](=O)[O-])cnn2C)CC(C)O1 (stereo not given)	105	-11	-1	106	0	-4	7	9	6
Cc1cccc(C(=O)Nc2ccc(Oc3cnccn3)cc2)c1	111	-4	3	111	-2	10	12	-4	5
CCOC(=O)c1ccc(NC(=O)CN(Cc2ccc(Cl)cc2)S(C)(=O)=O)cc1	100	-2	-7	110	7	-6	2	6	-1
COCC(=O)O[C@]1(CCN(C)CCCc2nc3ccccc3[nH]2)CCc2cc(F)ccc2[C@@H]1C(C)C	118	-8	nt	172*	6	-6	19	3	1
CCCOc1ccc(CSC2=NCCN2)cc1[N+](=O)[O-]	nt	-8	4	nt	-1	3	nt	27	2
CC(C)OC(=O)Cc1nc2sc(-c3ccccc3)cc2c(=O)[nH]1	99	-3	1	98	-1	0	-4	9	2
O=c1cc(-c2ccccc2Cl)oc2c(NS(=O)(=O)c3cc(Cl)cc(Cl)c3O)ccc(O)c12	98	-6	5	84	5	49	-5	26	-7
CCC1Sc2ccc(S(=O)(=O)Nc3ccc(OC)c(OC)c3)cc2NC1=O (stereo not given)	97	-29	-8	97	4	16	-4	21	1
NS(=O)(=O)c1cccc(NC(=O)CC(NC(=O)c2ccccc2Cl)c2ccccc2)c1 (stereo not given)	98	-12	2	98	-1	21	9	6	3
C/C(=N/NS(=O)(=O)c1ccc(Cl)cc1)c1cccc(O)c1	104	-24	-15	102	4	-3	11	22	0
Nc1c(N2CCCCC2)c2ccccc2oc1=O	95	17	9	91	0	17	-6	33	2
Cc1ccc(C(=O)N/N=C(\CC(C)C)c2ccccc2)cc1	120	-17	2	103	1	15	-2	25	3
CCC(=O)Nc1cc(OC)c(NC(=O)c2ccccc2)cc1OC	105	-6	7	107	1	20	4	6	1
O=C(c1ccc(COc2ccc(Cl)cc2)o1)N1N=C(C(F)F)CC1(O)C(F)F (stereo not given)	106	0	-4	89	2	6	2	9	-5
CC(C)Nc1nc(NC(C)C)nc(Oc2ccc(=O)n(C)n2)n1	107	-9	1	111	-4	-4	16	8	0
CCOC(=O)c1cc2c(=O)[nH]ccc2nc1C(F)(F)F	93	1	3	95	2	10	-2	7	2
Cc1ccc(/C=C/C(=O)c2ccc(O)cc2)cc1	103	-8	4	103	1	0	1	-3	-2
CC(C)(C)N(NC(=O)Nc1ccc(Cl)cc1)C(=O)c1ccccc1	91	10	-8	96	5	-13	-2	18	6
COc1ccccc1NC(=O)CCc1nnc2ccc(N3CCC4(CC3)OCCO4)nn12	102	-12	7	104	6	11	1	-5	5
CCc1ccc(C=NC23CN4CN(CN(C4)C2)C3)s1	104	-6	2	106	6	13	5	nt	9
CN(C)c1cccc(NC(=O)c2cccc3ccccc23)c1	98	-12	7	101	-1	-11	1	14	7
CCOC(=O)C1CCN(Cc2cc(C(C)C)c(O)c(C(C)C)c2)CC1	97	5	-4	100	8	-3	-2	7	4
Cc1cc(C)nc(/N=C(\N)N2CCc3ccccc32)n1	96	-15	-1	86	2	14	-4	2	-1
CCOC(=O)Nc1sc2c(c1C(N)=O)CCC(C)C2 (stereo not given)	102	5	-4	93	1	16	-8	-2	2
CCSc1ncc(Cl)c(C(=O)Nc2ccccc2C)n1	103	8	-6	105	3	4	-1	-3	-4
COc1ccccc1NC(=O)c1ccc(NC2=NC3CS(=O)(=O)CC3S2)cc1 (stereo not given)	99	4	3	95	4	7	-6	2	0
O=S(=O)(O)CCN1CCOCC1	111	-8	1	109	-1	-1	11	-7	-2
CC1(C)NC(=O)N(CCOc2ccc3c(c2)CCC3)C1=O	95	-13	6	94	6	6	3	10	-7
CCOCC(=O)Nc1nnc(C)s1	106	-14	6	108	1	10	2	9	6
CCOC(=O)C1CCN(C(=O)c2cc3cc4ccc(C)cc4nc3o2)CC1	100	-3	-12	101	0	14	5	13	0
CCOc1ccc(C2c3c(oc4cc(C)c(C)cc4c3=O)C(=O)N2CCCN2CCOCC2)cc1 (stereo not given)	107	15	-3	116	-1	3	7	-12	0

Results in IDE cell inh (3 entries from above):
smiles	IDE cell inh
Cc1cc(C)nc(/N=C(\N)N2CCc3ccccc32)n1	-1
CCOC(=O)Nc1sc2c(c1C(N)=O)CCC(C)C2 (stereo not given)	2
CCSc1ncc(Cl)c(C(=O)Nc2ccccc2C)n1	-4

Some values from above:
Cc1ccc(/C=C/C(=O)c2ccc(O)cc2)cc1 in IDE act → 1
CCn1nnc(NC(=O)COc2ccc([N+](=O)[O-])cc2)n1 in MEKK2 WT-MEK5 → 99
CCOCC(=O)Nc1nnc(C)s1 in pCIP destab → -14
CCOC(=O)C1CCN(Cc2cc(C(C)C)c(O)c(C(C)C)c2)CC1 in MEKK2 WT-MEK5 → 100
CCOC(=O)c1ccc(NC(=O)CN(Cc2ccc(Cl)cc2)S(C)(=O)=O)cc1 in pCIP destab → -2
Cc1ccc(C(=O)N/N=C(\CC(C)C)c2ccccc2)cc1 in pCIP destab → -17

Continuation.
SMILES	MEKK3 PB1 HTS	pCIP destab	M18AAP inhibitor	MEKK2 WT-MEK5	IDE act	UBC9 SUMO inh	MEKK2mut PB1 HTS	NALP1 inh	IDE cell inh
CCCc1nnc(NC(=O)CN2C(=O)c3ccccc3S2(=O)=O)s1	103	-7	1	100	1	9	-1	6	-1
O=C(CCC(=O)N1CCSc2ccccc21)NCCc1ccccc1	101	-1	-1	104	6	13	-1	-7	1
Cn1nc(C(=O)N2CCN(c3cccc(Cl)c3)CC2)c2c1-c1ccccc1S(=O)(=O)C2	94	-3	-1	95	0	17	-1	3	-6
CC(C)(C)C(=O)NC(=S)NNC(=O)C(c1ccccc1)c1ccccc1	107	-13	3	106	5	-75	-1	-4	3
Cc1onc(-c2c(Cl)cccc2Cl)c1C(=O)NC(=S)Nc1sc2c(c1C(N)=O)CCC(C)C2 (stereo not given)	109	-9	-14	109	2	-3	3	29	-4
COc1cc(/C=N/NC(=S)NCc2ccco2)cc(OC)c1OC	108	-4	3	97	7	-10	0	24	1
COc1ccccc1N1CCN(C2CCN(C(=O)c3ccc(F)cc3)CC2)CC1	99	-3	-8	98	6	-14	0	36	-7
C=C(C)COc1ccc(-c2ncnc(C(F)(F)F)c2-c2ccc(OC)cc2)c(O)c1	100	-2	-7	98	1	-16	-4	-12	5
O=C(CNCc1ccc(Cl)cc1)Nc1ccc(C(=O)N2CCCCCC2)cc1	102	-7	4	103	-8	-9	-4	14	-2
Cc1ccc(-c2nc3c(c(=O)[nH]c(=O)n3CC(C)C)n2CC(C)C)cc1[N+](=O)[O-]	99	-4	-8	97	4	-1	-2	-8	1
Cc1nc(Nc2ccc(Cl)cc2)c(C#N)c(=O)[nH]1	114	-12	-13	109	7	11	6	7	-4

Bioassay records (PubChem BioAssay)
